# Source: PubChem
# GCN5L2 inh: GCN5L2 (KAT2A) acetyltransferase inhibition; Q92830; GCN5L2 HAT assay, ThioGlo1 CoA-SH fluorescence; Potency, µM (doses to about 58.9 µM), for the others: at the top dose activity change, negative = inhibition, most hits filed as inhibitors; actives 0.21% (n = 390,000); AID 504327
# Target sequence (Q92830 whole entry, looked up): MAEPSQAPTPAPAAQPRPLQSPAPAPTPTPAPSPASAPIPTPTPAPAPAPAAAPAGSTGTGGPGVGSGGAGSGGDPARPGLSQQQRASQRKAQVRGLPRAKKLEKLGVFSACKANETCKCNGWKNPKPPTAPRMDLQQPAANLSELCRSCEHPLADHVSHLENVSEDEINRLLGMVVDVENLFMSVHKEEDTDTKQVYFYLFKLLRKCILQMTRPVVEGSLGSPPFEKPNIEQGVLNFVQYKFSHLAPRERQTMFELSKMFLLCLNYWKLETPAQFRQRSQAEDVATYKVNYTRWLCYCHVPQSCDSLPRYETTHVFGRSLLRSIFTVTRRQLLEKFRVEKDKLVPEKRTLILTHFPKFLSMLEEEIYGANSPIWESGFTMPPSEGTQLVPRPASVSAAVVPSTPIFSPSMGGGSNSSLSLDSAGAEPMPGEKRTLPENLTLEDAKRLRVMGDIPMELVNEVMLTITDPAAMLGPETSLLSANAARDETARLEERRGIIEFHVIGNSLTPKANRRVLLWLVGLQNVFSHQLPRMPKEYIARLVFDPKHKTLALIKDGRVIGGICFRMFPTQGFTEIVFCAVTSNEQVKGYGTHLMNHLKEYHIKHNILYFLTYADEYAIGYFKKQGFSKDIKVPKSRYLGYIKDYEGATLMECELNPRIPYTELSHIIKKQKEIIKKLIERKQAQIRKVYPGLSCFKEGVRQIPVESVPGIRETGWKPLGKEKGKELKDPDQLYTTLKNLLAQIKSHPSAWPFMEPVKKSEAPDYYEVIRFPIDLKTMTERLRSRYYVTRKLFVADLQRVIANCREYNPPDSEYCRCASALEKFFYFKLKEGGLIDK
#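 GCN5L2 (20nM final) in 50mM HEPES, 0.1mM EDTA pH 7.5, 0.01% Tween-20 was preincubated 15 min at room temperature with compound, then given ThioGlo1 (50uM), H3(1-25) peptide (75uM) and acetyl-CoA (70uM); CoA-thiol fluorescence (Ex340/Em540) was read at 0 and 20 min.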
# DT40 TDP1 CPT: growth inhibition of DT40 Tdp1-/-;hTDP1 cells with camptothecin (screen for TDP1 inhibitors). actives 12% (n = 420,000). Potency, µM (top dose mostly 46.2 µM), inactives show top-dose activity change, negative = growth inhibition, actives largely listed as inhibitors. chicken DT40 Tdp1-/-;hTDP1 cells + 20 nM CPT, ATP luminescence, 48 h; further: nearly all actives have a fitted effect of over 55% in size
#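 Chicken DT40 Tdp1-/- cells stably complemented with human TDP1 were seeded at 400 cells/well in medium containing 20 nM camptothecin, exposed to pin-transferred compounds, and grown at 37 °C for at least 48 hr. Viability was read as ATP luminescence.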
# TDP1 cell noCPT: qHTS for Inhibitors of human tyrosyl-DNA phosphodiesterase 1 (TDP1): qHTS in cells in absence of CPT; DT40 Tdp1-/- hTDP1 cells, no CPT, ATP luminescence, 48 h; Potency, µM (highest dose often 46.2 µM), without a hit: at the highest dose activity change, negative = growth inhibition, hits mostly inhibitors; actives 15% (n = 420,000); further: nearly all actives have a fitted effect of over 55% in size
#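 Luminescent ATP content (CellTiter-Glo) served as the growth readout. Knockout chicken DT40 cells expressing human TDP1 were exposed to compounds without camptothecin for a minimum 48 hr at 37 °C.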
# Starred values were filed as active, the others as inactive; ? = inconclusive; nt = no result given; & = joins results of further samples; ! = repeats disagree. The call rests on the fitted dose curve; in most records, active means well fitted curve in the direction sought with a large enough effect; inconclusive means small, poorly fitted or top-dose-only effect, or another doubt; inactive means no such curve, though single readings can be large; an effect the other way counts as inactive or inconclusive. On the % scale 0 is the no-effect control and ±100 the full control effect; potency means the concentration at half of the fitted maximal effect.
SMILES,GCN5L2 inh,DT40 TDP1 CPT,TDP1 cell noCPT
CN(CC(=O)Nc1ccccc1Br)C(=O)CNC(=O)Cc1cccc2ccccc12,0%,-19%,?
CCc1ccc(NC(=O)c2ccnc(C(C)(C)C)c2)cc1,-21%,-10%,-29%
CCOC(=O)C1=C(C)OC(N)=C(C#N)C1c1cc(OC)c2c(c1)OCO2 (centres undefined),-3%,?,?
COc1cc(-c2cnc3c(NC=O)cc(-c4ccccc4Cl)cn23)cc(OC)c1OC,nt,0.82µM*,1µM*
Cc1cccc(-c2ncc(CN3CCN(C4CCCC4)C(CCO)C3)cn2)c1 (centres undefined),-5%,8%,2%
CC(C)c1ccc(Nc2nnc(SCC(=O)Nc3ncc(S(=O)(=O)c4ccc([N+](=O)[O-])cc4)s3)s2)cc1,-5%,?,?
COc1ccc(/C=C(/NC(=O)c2ccc(OC)c(OC)c2)C(=O)NCCCn2ccnc2)cc1,-1%,0%,-6%
CN(C)CCN(Cc1ccco1)C(=O)c1oc2ccccc2c1NC(=O)c1ccccc1,-3%,?,?
CCOc1ccccc1-c1noc(CSc2nnc(-c3ccccc3)n2-c2ccc(F)cc2)n1,-8%,12µM*,13µM*
Cc1c(Cl)cccc1NC(=S)N(C)CCC#N,1%,-6%,14%
CC(=O)Nc1ccc2nc(NC(=O)COc3ccccc3C)sc2c1,-6%,-10%,-1%
O=C(CCc1ccccc1Cl)Nc1ccc(S(=O)(=O)Nc2nccs2)cc1,-10%,5%,-4%
CCOC(=O)C1CCCN(C(=O)c2cccc3ccccc23)CC1 (centres undefined),nt,6%,-30%
CCC(C(=O)O)n1c(C(F)(F)F)nc2ccccc21 (centres undefined),0%,-1%,-5%
COCCSc1nnc(NC(=O)Cc2cccs2)s1,-8%,-2%,?
Cc1ccc(C(=O)NC2CCN(Cc3ccccc3)CC2)cc1S(=O)(=O)N1CCOCC1,-2%,?,?
COc1ccc([N+](=O)[O-])cc1NS(=O)(=O)c1cc(C(=O)NCc2cccnc2)ccc1Cl,-2%,-7%,-13%
CCCC(=O)N1CCc2cc(-c3nc(N)sc3C)ccc21,-21%,-19%,-26%
CCOc1ccc(S(=O)(=O)N2CCC(C(=O)NCc3ccccn3)CC2)cc1,1%,25%,3%
CCOC(=O)CN1NC2(CCC(C)CC2)NC1=S (centres undefined),-3%,-6%,12%

# 7 compounds from above, reduced to DT40 TDP1 CPT:
SMILES | DT40 TDP1 CPT
CCOC(=O)C1CCCN(C(=O)c2cccc3ccccc23)CC1 (centres undefined) | 6%
CCC(C(=O)O)n1c(C(F)(F)F)nc2ccccc21 (centres undefined) | -1%
COCCSc1nnc(NC(=O)Cc2cccs2)s1 | -2%
Cc1ccc(C(=O)NC2CCN(Cc3ccccc3)CC2)cc1S(=O)(=O)N1CCOCC1 | ?
COc1ccc([N+](=O)[O-])cc1NS(=O)(=O)c1cc(C(=O)NCc2cccnc2)ccc1Cl | -7%
CCCC(=O)N1CCc2cc(-c3nc(N)sc3C)ccc21 | -19%
CCOc1ccc(S(=O)(=O)N2CCC(C(=O)NCc3ccccn3)CC2)cc1 | 25%

# (more compounds)
SMILES,GCN5L2 inh,DT40 TDP1 CPT,TDP1 cell noCPT
Cc1cccc(-n2c(O)c(C=NCc3ccccn3)c3ccccc3c2=O)c1,-6%,18µM*,?
Cc1c(C(=O)N(Cc2ccccc2F)C2CCS(=O)(=O)C2)oc2ccc(F)cc12 (centres undefined),-9%,16µM*,21µM*
COc1ccc(-n2c(=O)c3ccccc3n(CC(=O)Nc3cc(C)on3)c2=O)cc1OC,-4%,3%,-19%
COc1ccc(C(=O)N2CCC(N3CCN(c4ccccc4)CC3)CC2)cc1OC,0%,-13%,-21%
Nc1cc(=O)[nH]c(=S)n1-c1ccccc1,-3%,-3%,-4%
Cn1c(=O)c2c(SCC(N)=O)nc(CC(C)(C)C)nc2n(C)c1=O,-2%,-30%,?
CCOCCCNC(=O)c1cnc2sc(N3CCCCCC3)nn2c1=O,-6%,2%,-18%
Cc1cnc(C(=O)OCC(=O)N2CCc3ccccc3C2)cn1,-2%,0%,-3%
Cc1ccccc1OCc1nnc(SCC(=O)O)n1Cc1ccccc1,4%,?,-17%
CC1CCc2c(sc3ncnc(SCC(=O)N(C)C4CCS(=O)(=O)C4)c23)C1 (centres undefined),1%,?,18µM*
CCOc1ccc(NC(=O)COC(=O)c2ccc3c(c2)OCO3)cc1,-4%,-21%,-30%
COc1cc(/C=C/C(=O)OCC(=O)NNC(=O)c2cc(Cl)ccc2OC)ccc1O,0%,?,-19%
COC(=O)c1cc(S(=O)(=O)N2CCN(c3cccc(OC)c3)CC2)cn1C,-4%,-20%,?
COc1cc(OC)cc(N2CC(C)(C)C2=O)c1,-10%,?,?
COc1ccccc1C(=O)NC(=O)CSc1ccc(C)c(C)c1,-9%,-10%,-4%
O=C1Nc2ccccc2O/C1=C\c1c(F)cccc1Cl,-4%,?,?
CCOC(=O)COc1cc(C)c(Cl)cc1C(=O)c1ccn2nc(-c3ccc(OC)cc3)cc2n1,2%,?,13µM*
COc1ccc(C(=O)N2CCN(S(=O)(=O)c3ccc4c(c3)OCCO4)CC2)cc1OC,1%,-25%,-17%
Cc1cccc(-n2c(Cc3ccccc3)nnc2SCc2ccc([N+](=O)[O-])cc2)c1,-2%,?,?
O=C(NN1C(=O)c2ccccc2NC1c1ccccn1)c1ccc(Br)cc1 (centres undefined),-20%,-22%,-13%

# Five entries picked at random from those above, as already listed:
SMILES,GCN5L2 inh,DT40 TDP1 CPT,TDP1 cell noCPT
Cc1ccccc1OCc1nnc(SCC(=O)O)n1Cc1ccccc1,4%,?,-17%
COc1ccc(C(=O)N2CCN(S(=O)(=O)c3ccc4c(c3)OCCO4)CC2)cc1OC,1%,-25%,-17%
COc1cc(OC)cc(N2CC(C)(C)C2=O)c1,-10%,?,?
CCOCCCNC(=O)c1cnc2sc(N3CCCCCC3)nn2c1=O,-6%,2%,-18%
Cc1cnc(C(=O)OCC(=O)N2CCc3ccccc3C2)cn1,-2%,0%,-3%

# New compounds follow
SMILES,GCN5L2 inh,DT40 TDP1 CPT,TDP1 cell noCPT
CCOc1ccccc1OCCCC(=O)NNC(=O)c1nn(C)c(=O)c2ccccc12,-3%,-2%,5%
CCOC(=O)C(NC(=O)CC(C)C)(Nc1cc(C)on1)C(F)(F)F (centres undefined),-3%,-8%,17%
CC(C)c1nc2sc3c(c2c(=O)n1N)CC(C)(C)OC3,-2%,?,?
CCc1nnc(NS(=O)(=O)c2ccc(NC(=O)/C=C/c3ccc(OC)cc3OC)cc2)s1,-13%,1%,1%
COC(=O)c1sc(NC(=O)c2csc3c2CCCC3)nc1C,-23%,?,23µM*
O=C(c1ccc(F)cc1F)N1CCCN(c2nc(-c3ccccc3)ns2)CC1,-2%,?,?
O=C(Nc1cccc(S(=O)(=O)NC2=NCCC2)c1)c1ccc(=O)[nH]c1,-9%,-7%,18%
COc1cc2ccc(=O)oc2c(O)c1O,nt,21µM*!,?
O=C(O)CN1CCN(Cc2ccccc2)C1=O,-10%,-10%,-7%
COc1ccc(C(=O)N[C@H](C(=O)OCc2cc(=O)oc3cc(C)ccc23)C(C)C)cc1,2%,5%,?
CCCCN(C(=O)c1ccc(N(C)S(=O)(=O)c2ccc(C)cc2)cc1)c1c(N)n(CCCC)c(=O)[nH]c1=O,-1%,10%,?
CC(C)(C)c1ccc(C(=O)NCc2nnc(SCC(=O)NC3CCCCC3)o2)cc1,-22%,8.2µM*,21µM*
Cc1ccccc1N=Nc1c(C)[nH]n(C(N)=S)c1=O,-4%,1.2µM*,1.2µM*
Cc1cc(C)c2c(n1)SCC(=O)N2CC(=O)Nc1ccccc1C,0%,5%,-10%
CCOC(=O)c1c(O)cc(C)[nH]c1=O,-21%&-6%,2%,1%
O=C(CCCn1c(=O)[nH]c2ccsc2c1=O)N1CCN(c2ccc(Cl)cc2)CC1,-3%,?,?
CCC(=O)Nc1nc(-c2ccccc2)ns1,-1%,-18%,-17%
COc1cccc(-c2nc3n(n2)CCc2ccccc2-3)c1,nt,?,?
O=C1Nc2cc(C(=O)N3CCC(N4CCCCC4)CC3)ccc2S/C1=C\c1ccccc1,-1%,?,?
S=C(Nc1ccc(Cl)cc1)N1CCN(Cc2ccccc2)CC1,0%,0%,-1%
Cc1csc(NC(=O)CSc2ccc(-c3ccccn3)nn2)n1,-10%,?,26µM*
COc1ccc2c(c1)CCc1c(C(=O)NC3CCCCC3)noc1-2,-3%,?,-8%
O=C(Nc1ccc(Cl)cc1Cl)N1CCN(c2ncccn2)CC1,-9%,-24%,?
CCOC(=O)[C@]12CCCC=C1N(Cc1ccco1)C(=O)[C@H](CC(=O)NCCc1ccccc1OC)C2,nt,?,?
CN(C)S(=O)(=O)c1cccc(N=C2NN=C(c3ccccc3)CS2)c1,4%,18µM*,7.3µM*
COc1cccc(S(=O)(=O)NCc2ccc(C(=O)Nc3cccc(Cl)c3)cc2)c1,-5%,21µM*,26µM*
Cc1ccc(C)c(NC(=O)CN(C)C(=O)C2CCN(C(=O)Nc3ccccc3)CC2)c1,?,-1%,-16%
Cc1ccc(SCc2cc(=O)c3c(=O)n(-c4ccccc4)[nH]c3[nH]2)cc1,?,22%,-15%
Nc1ccc(-c2nc3ccccc3s2)cn1,-4%,13%,?
COc1ccc(OCC(=O)Nc2cc3c(cc2C(=O)O)OCCCO3)cc1,-4%,-12%,13%
CCN(CC)S(=O)(=O)c1ccc(C(=O)N(c2ccc(C)cc2)C2C=CS(=O)(=O)C2)cc1 (centres undefined),6%,-3%,-8%
CCCc1nnc(NC(=O)CC(=O)Nc2ccccc2C(=O)O)s1,3%,7%,2%
O=C(CCS(=O)(=O)c1ccccc1Cl)NCc1ccc(F)cc1,-2%,-52%,-50%
COc1cc(CNCCc2c[nH]c3ccccc23)cc(Cl)c1OCC(N)=O,1%,?,?
c1ccc(CN2CCN(c3nc4ccccc4s3)CC2)cc1,-8%,-17%,-17%
Fc1cccc(/C=N/Nc2nncc3ccccc23)c1,-2%,?,?
COc1ccc(S(=O)(=O)N2CCCC2CNC(=O)C(=O)NC2CCCCCC2)cc1 (centres undefined),3%,?,?
COC(=O)c1sc(-c2ccccc2)cc1NC(=O)c1cc(OC)cc(OC)c1,-1%,-5%,-1%
COc1cc(OC)cc(C(=O)N/N=C2/SCC(=O)N2Cc2ccco2)c1,-2%,-12%,-5%
CC(=O)Nc1ccc(S(=O)(=O)N[C@H](C(=O)O)C(C)C)cc1,-6%,-1%,-29%
CCOC(=O)CSCc1cn2cc(Cl)ccc2n1,1%,2%,-3%
COc1ccc(/C=C(\C#N)C(=O)Nc2cc(C)c(Cl)cc2OC)cc1O,-2%,?,-26%
CCCCCNC(=O)c1ccc2c(=O)n(CCCN3CCCC3=O)c(=S)[nH]c2c1,-4%,5%,?
COC(=O)C1CCN(C2CN(Cc3ccc(F)cc3)S(=O)(=O)C2)CC1 (centres undefined),nt,-9%,-8%
Cn1c(SCC(=O)NC(=O)Cc2ccccc2)nnc1-c1ccc(F)cc1,-2%,-1%,-9%
CC1(C)N=C(N)N=C(N)N1c1ccc(OCCCOc2ccccc2)c(Cl)c1,-21%,1.8µM*,2.3µM*
CN1OC[C@@H]2CN(S(=O)(=O)c3cccc(C(F)(F)F)c3)[C@H](c3ccc(-c4cccnc4)cc3)C[C@@H]21,nt,29µM*,21µM*
CC1(C)CC2CC(C)(CN2S(=O)(=O)c2ccc(C(=O)Nc3ccc(S(=O)(=O)N4CCOCC4)cc3)cc2)C1 (centres undefined),-9%,3.7µM*,5.2µM*
CCOC(=O)C1C(=O)CC(=O)CC1CC(C)SCC (centres undefined),-2%,0%,5%
COc1ccc(Cn2c(C(C)C)nc3sc4ccccc4c(=O)c3c2=O)cc1,-6%,?,12µM*
COc1ccccc1NC(=O)/C(C#N)=C/c1ccc(OCCN2CCOCC2)c(OC)c1,-10%,0%,?
CCOC(=O)/C(C#N)=C/C=C1/C=CC=CN1C,-4%,-9%,-14%
O=C(NCCN1C(=O)S/C(=C\c2ccccc2F)C1=O)C1CCCN1C(=O)c1cccs1 (centres undefined),-8%,-26%,-50%
CC(Sc1n[nH]c(N)n1)C(=O)NC1CCCCC1C (centres undefined),0%,-15%,9%
N/C(=N\OC(=O)c1ccc(Cl)cc1)c1[nH]ncc1Br,-6%,-13%,-19%
O=C(NCC1CCCO1)c1nn2c(C(F)(F)F)cc(-c3ccco3)nc2c1Cl (centres undefined),nt,-1%,3%
Cc1cc2ncc(Cl)nc2cc1C,-3%,6%,-14%
COc1[nH]c2ccc(F)cc2c1C(=O)OCC1CCN(CCNS(C)(=O)=O)CC1,-14%,3%&9%,1%&-16%
COc1ccc(-c2ccc(C(C)=O)cc2)cc1[C@H]1[C@H]2C=CC[C@@H](C)[C@@H]2C(=O)N1Cc1ccccc1,2%,23µM*,16µM*

# These rows are one share of the data (hit frequency here may not be typical).
